Source: PubChem BioAssay (National Center for Advancing Translational Sciences (NCATS))
HCV inhibitor: HCV inhibition; Huh7.5.1 HCVcc-Cre infection, luciferase reporter, 44 h; Potency, µM (doses to about 41.8 µM), for the others: at the top dose activity change, negative = inhibition, hits mostly inhibitors; 340,000 compounds, 3.4% hits; also: potency is read from the fitted curve at half-maximal effect
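Cells seeded at 1,000/well and cultured 4 h, then compounds added followed by HCVcc-Cre virus (~0.5 moi). After 44 h further culture, luciferase substrate was added, plates held 15 min at room temperature, and luminescence read for 15 sec.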
HCMV inh: blocks human cytomegalovirus replication; HFF cells, HCMV-luciferase reporter, 72 h; stronger effect = lower value; activity change, negative = inhibition, % at 57.5 µM; 410,000 compounds, 4.5% hits; in the data active = activity change below about -60%; inconclusive = no clear call, values can overlap the other calls; inactive = above about -39%
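Two compound doses tested in HFFs infected with HCMV-luciferase, MOI 1 PFU/cell, 72 h at 37C. Lysate luminescence read with OneGlo; data normalized against buffer-only and 10uM Salinomycin inhibitor controls.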
Giardia FBPA inh: inhibitors of Giardia lamblia fructose-1,6-bisphosphate aldolase. A8B2U2. purified Giardia FBPA. Potency, µM (doses to about 59.6 µM), inactives show at the top dose activity, negative = inhibition, hits mostly inhibitors. 290,000 compounds, 0.71% hits. AID 2451; also: potency is read from the fitted curve at half-maximal effect; nearly all actives have a fitted effect of over 55% in size
Target sequence (A8B2U2 whole entry, looked up): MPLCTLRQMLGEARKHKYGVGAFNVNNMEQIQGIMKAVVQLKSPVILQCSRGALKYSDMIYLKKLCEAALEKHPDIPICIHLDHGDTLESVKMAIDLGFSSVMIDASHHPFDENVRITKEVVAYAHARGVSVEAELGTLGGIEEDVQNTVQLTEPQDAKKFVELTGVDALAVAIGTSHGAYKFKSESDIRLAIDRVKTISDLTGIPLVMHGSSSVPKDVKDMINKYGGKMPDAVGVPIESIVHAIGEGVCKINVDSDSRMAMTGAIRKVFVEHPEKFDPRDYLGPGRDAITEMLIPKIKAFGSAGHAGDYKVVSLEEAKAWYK
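Giardia FBPA (40 nM reagent) was preincubated 10 min at RT with compound (up to 57.5 uM final), then substrate plus GAPDH/TPI/NAD/arsenate coupling system with diaphorase/resazurin was added; resorufin fluorescence (525/598 nm) was read after 20 min.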
AmpC inh detg: blocks E. coli AmpC beta-lactamase in detergent assay; P00811; AmpC hydrolysis of nitrocefin, absorbance 480 nm, 0.01% Triton; Potency, µM (doses to about 114 µM), without a hit: at the highest dose activity change, negative = inhibition, most hits filed as inhibitors; 370,000 compounds, 0.041% hits;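 also: potency is read from the fitted curve at half-maximal effect; 0% = no-compound wells and -100% = no-enzyme wells; nearly all actives have a fitted effect of over 25% in size; some results filed as inactive show a strong effect at the top dose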
Target sequence (P00811 whole entry, looked up): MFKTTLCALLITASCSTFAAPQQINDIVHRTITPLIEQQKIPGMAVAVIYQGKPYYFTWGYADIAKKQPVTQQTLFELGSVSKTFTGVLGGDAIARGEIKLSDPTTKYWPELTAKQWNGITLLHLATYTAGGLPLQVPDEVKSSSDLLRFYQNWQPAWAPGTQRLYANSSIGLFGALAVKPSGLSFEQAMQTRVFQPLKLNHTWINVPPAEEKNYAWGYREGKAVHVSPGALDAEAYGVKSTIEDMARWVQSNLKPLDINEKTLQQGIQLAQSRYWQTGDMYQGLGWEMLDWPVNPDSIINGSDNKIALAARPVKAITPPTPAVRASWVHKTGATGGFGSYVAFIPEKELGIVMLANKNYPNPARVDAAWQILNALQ
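20 mM phosphate pH 7.0 + 0.01% (detergent screen) or 0.0001% Triton X-100; 5.3 nM AmpC reagent; cpd preinc 15 min RT; nitrocefin (800 uM stock) to start; A480 q20 s × 4 min; Activity was normalised to no-enzyme and no-compound control wells.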
AmpC no deterg: inhibitors of E. coli AmpC beta-lactamase without detergent | Potency, µM (top dose mostly 57.1 µM), for inactives: top-dose activity change, negative = inhibition, most hits filed as inhibitors | 330,000 compounds, 0.52% hits | P00811 | AID 485341 | AmpC nitrocefin hydrolysis, absorbance 480 nm, 0.0001% Triton;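 also: potency is read from the fitted curve at half-maximal effect; plate controls were no compound for no effect and no enzyme for full effect; nearly all actives have a fitted effect of over 20% in size; some results filed as inactive show a strong effect at the top dose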
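AmpC (5.3 nM in the dispensed reagent) in 20 mM phosphate pH 7.0 with 0.01% (detergent screen) or 0.0001% Triton X-100 was preincubated with compounds for 15 min at room temperature. Nitrocefin was then added from an 800 uM solution, and hydrolysis was followed at 480 nm.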
Sm TGR inh: inhibitors of Schistosoma mansoni thioredoxin glutathione reductase; Q962Y6; purified TGR, DTNB reduction, TNB absorbance 405 nm; 360,000 compounds, 3% hits; Potency, µM (doses to about 114 µM), without a hit: at the highest dose activity change, negative = inhibition, usual class: inhibitors; AID 485364; also: potency is read from the fitted curve at half-maximal effect; nearly all actives have a fitted effect of over 60% in size
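First, TGR (20 nM dispensed) and NADPH were mixed with compound. Second, a 15 min room-temperature incubation followed. Third, further NADPH and then DTNB were added to start the reaction. Finally, TNB absorbance was monitored kinetically.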
An asterisk follows results filed as active; ? = inconclusive; . = no result given; [ ] = dose if it differs, or a comment. Unless noted, calls follow the shape of the dose curve; as a rule, active = well fitted curve in the direction sought with a large enough effect; inconclusive = small, poorly fitted or top-dose-only effect, or another doubt; inactive = no such curve, though single readings can be large; an effect the other way counts as inactive or inconclusive. Unless noted, % is scaled to controls: 0 for no effect and ±100 for the full control effect. Random draw from the library, and some 9.9% of all compounds hit somewhere here.

SMILES	HCV inhibitor	HCMV inh	Giardia FBPA inh	AmpC inh detg	AmpC no deterg	Sm TGR inh
Cn1c(=O)c2c(-c3ccccc3Cl)n(Cc3ccc(Cl)cc3)cc2n(C)c1=O	.	0	.	19%	.	4%
COc1ccc(-n2nc(C(=O)NCC(=O)N3CCN(Cc4ccccc4)CC3)c3ccccc3c2=O)cc1	?	49	2%	-11%	134%[activator]	-13%
CC(C)(C)C1CCc2c(sc3nc(SCC(N)=O)nc(N)c23)C1 (stereo unspecified)	-1%	-100*	-12%	-9%	134%[activator]	-4%
CCN(CC)C(=O)Cn1c(=O)n(C)c2ccccc21	15%	57	5%	-7%	-10%	0%
CC1CCCC(C)N1C(=O)CSc1nccc(=O)[nH]1 (stereo unspecified)	2%	-7	?	4%	-6%	4%
Cc1[nH]c2ccccc2c1C(=O)/C=C/c1ccccc1	?	13	-9%	-2%	-23%	0%
c1ccc(-c2cc3nccc(-c4ccccn4)n3n2)cc1	?	109	6%	-4%	-8%	9%
C[C@H](CO)N1C[C@H](C)[C@@H](CN(C)S(=O)(=O)c2ccc(F)cc2)Oc2ccc(NC(=O)C3CC3)cc2C1=O	4%	3	.	.	101%[activator]	.
Cc1cc(OCCOCCN(C)CCO)cc(C)c1Cl	?	-20	4%	-2%	6%	-1%
COc1ccc(OCC(=O)Nc2ccc3c(c2)n(C)c(=O)n3C)cc1	7%	41	-1%	-12%	-23%	6%
COCc1nnc(N)s1	8%	20	-1%	5%	-20%	-2%
N#Cc1ccccc1NC(=O)CC1CCCCC1	21%	1	1%	-16%	-7%	-16%
CC(C)c1cnc2c(c1SCC(=O)NCc1ccccc1)c(=O)n(C)c(=O)n2C	.	3	.	-2%	.	1%
O=C(Cn1c2ccccc2c(=O)c2ccccc21)Nc1ccccc1F	2%	32	0%	-2%	-24%	-20%
COc1ccc(C2=NOC(Cn3nc(C(=O)NCc4ccccc4OC)cc3-c3ccccc3)C2)cc1 (stereo unspecified)	?	2	.	1%	-15%	4%
CCCc1nc2sc3c(=O)n(N)cnc3c2c2c1CCCC2	-3%	?	6%	-11%	2%	-8%
CN1CCN(NC(=O)c2cccc3ccccc23)CC1	7%	27	7%	1%	-11%	7%
COc1ccccc1C(=O)NCc1ccncc1	.	21	0%	-13%	-13%	-1%
O=C(Nc1ccc(Cl)cc1C(=O)N1CCOCC1)c1cccc([N+](=O)[O-])c1	-13%	-26	0%	-6%	-6%	-3%
Cc1cc(Nc2c(C)n(C)n(-c3ccccc3)c2=O)c2ccccc2n1	18%	-19	-4%	-2%	-27%	-5%
CCOc1ccc(-c2nc(=S)[nH][nH]2)cc1	19%	48	8%	-19%	-11%	2%
COc1ccc(S(=O)(=O)N2CCOCC2)cc1NC(=O)CSc1nnc(N)s1	-7%[8.37 µM]	-14	.	?	-41%	3%
Cn1c(=O)c2cc(C(=O)NC3CCCCCC3)sc2c2ccccc21	.	-81*	.	-1%	.	-16%
COCCCNCC(O)COc1ccccc1F (stereo unspecified)	10%	-11	?	3%	12%	-13%
CC(C)Oc1ccc(C(=O)Nc2nnc3n2CCS3)cc1	.	87	.	2%	.	7%
C/C(=C\c1ccco1)C1C(C#N)=C(N)OC2=C1C(=O)CC(C)(C)C2 (stereo unspecified)	-2%	-4	-24%	?	-37%	35µM*
O=C(CSc1nc2ccc(Nc3nc(N4CCOCC4)nc(N4CCOCC4)n3)cc2s1)Nc1ccccc1F	?	-97*	.	-5%	-15%	-17%
Cc1ccc(/C=N/n2c(=O)c(C(C)(C)C)nn3cnnc23)cc1	31%[activator]	-15	7%	?	-8%	-9%
CCOC(=O)c1ccc(NC(=S)N2CCCC2c2ccc(OC)c(OC)c2)cc1 (stereo unspecified)	?	-31	-4%	4%	36%	2%
CCOC(=O)C1=CC[C@@H](c2ccco2)N(S(=O)(=O)c2ccc(C)cc2)[C@H]1C(=O)OCC	12%	1	.	3%	44%	32µM*
O=C(Oc1ccc2c(c1)O/C(=C\c1ccncc1)C2=O)c1cccs1	13%	6	5%	-4%	-14%	5%
CCSc1nnc(NC(=O)[C@@H](NC(=O)c2ccccc2F)C(C)C)s1	13%	-9	?	1%	-20%	0%
Cc1cccc(-n2cnc(C(=O)NNC(=S)Nc3ccc(Cl)cc3)c2)n1	-1%	-23	19%	3%	-30%	1%
C=CCNC(=S)Nc1ccc(Cl)c(S(=O)(=O)N2CCOCC2)c1	-1%	-14	-12%	-2%	-26%	?
O=C1NCCN(Cc2c(F)cccc2Cl)C1CC(=O)N1CCCO1 (stereo unspecified)	1%	-7	-12%	-4%	-5%	28µM*
Cc1cc(C)c(C(=O)OCC(=O)Nc2cccc(S(=O)(=O)N3CCCCC3)c2)c(C)c1	?	-38	.	-18%	-20%	6%
COC(=O)c1sccc1S(=O)(=O)N1CCN(c2ccccc2OC)CC1	.	31	.	19%	.	4%
COc1ccccc1-n1c(-c2ccc(NS(C)(=O)=O)cc2)n[nH]c1=S	9%	6	-13%	-4%	-13%	0%
COc1ccc(OCCCC(=O)OC(C)C(=O)Nc2ccc(S(N)(=O)=O)cc2)cc1 (stereo unspecified)	9%	-27	.	-21%	-34%	-2%
Cc1cc(S(=O)(=O)NCC(C)C)ccc1OCC(=O)N1CCOCC1	12%	-16	6%	2%	-16%	7%

Four records drawn at random from those above:
SMILES	HCV inhibitor	HCMV inh	Giardia FBPA inh	AmpC inh detg	AmpC no deterg	Sm TGR inh
CCOC(=O)c1ccc(NC(=S)N2CCCC2c2ccc(OC)c(OC)c2)cc1 (stereo unspecified)	?	-31	-4%	4%	36%	2%
COCCCNCC(O)COc1ccccc1F (stereo unspecified)	10%	-11	?	3%	12%	-13%
CCOc1ccc(-c2nc(=S)[nH][nH]2)cc1	19%	48	8%	-19%	-11%	2%
Cc1cc(S(=O)(=O)NCC(C)C)ccc1OCC(=O)N1CCOCC1	12%	-16	6%	2%	-16%	7%

Next section.
SMILES	HCV inhibitor	HCMV inh	Giardia FBPA inh	AmpC inh detg	AmpC no deterg	Sm TGR inh
Cc1ccc(S(=O)(=O)Nc2cc(-c3ccccc3)nn2C)cc1	1%	57	?	-9%	-8%	15%
CC(C)(C)c1ccc(-c2cc(N)n[nH]2)cc1	?	?	-9%	-11%	29%	4%
COc1ccc(N2C(=NC(=O)C3CCCCC3)SC3CS(=O)(=O)CC32)cc1 (stereo unspecified)	6%	-20	17%	-6%	-4%	-6%
Cc1cc(OCC(=O)NCc2cccnc2)c2c3c(c(=O)oc2c1)CCCC3	10µM*	0	.	-13%	112%[activator]	5%
C[C@H](NC(=O)c1nc[nH]c1C(=O)N[C@@H](CCCCN)C(=O)OC(C)(C)C)C(=O)OCc1ccccc1	26%	-20	.	.	127%[activator]	.
C=CCNC(=O)C1CCN(S(=O)(=O)c2cccs2)CC1	6%	8	.	-4%	-12%	-5%
COc1ccc(NC(=O)C23CC4CC(C2)CC(c2ccc(C)cc2)(C4)C3)cc1	?	?	-9%	?	-24%	4%
O=C(COc1ncnc2sccc12)N1CCc2ccccc2C1	-5%	?	0%	?	-9%	-5%
CC(C)c1ccc(S(=O)(=O)N2CCN(C(C)C(=O)N3CCCC3)CC2)cc1 (stereo unspecified)	19%	-70*	.	9%	26%	-16%
Cc1cccc(N2CC(C(=O)NC3CCCCCC3)CC2=O)c1C (stereo unspecified)	-12%	0	.	.	23%	.
CCOc1ccc(C(=O)CCC(=O)O)cc1	18%	-11	-2%	-10%	-15%	-16%
COC(=O)C(Cc1ccccc1)NC(=O)CC(C)CC(=O)Nc1ccc(C)cc1 (stereo unspecified)	-4%	55	12%	?	46%	2%
COC(=O)CCC(=O)OC1(C)C(=O)C2=CN(CCCCO)C(c3ccc(OC)cc3)=CC2=C(Br)C1=O (stereo unspecified)	.	.	5µM*	-16%	168%[activator]	45µM*
O=C(NC(=S)N1CCCC(C(F)(F)F)C1)c1ccc(F)cc1 (stereo unspecified)	9%	-66*	?	-9%	-9%	2%
CCOC(=O)c1csc(-c2ccc([N+](=O)[O-])cc2)n1	5%	1	3%	-9%	-11%	-1%
Cc1ccc(CC(=O)NC2CCCc3ccccc32)cc1C (stereo unspecified)	-5%	24	-11%	?	-20%	-1%
Cn1c(=O)c2c(n3cnnc13)-c1ccccc1CC21CCCC1	?	?	16%	0%	42%	0%
C/C(=N\Nc1ccc(C)c(Cl)c1)c1ccncc1	-3%	121	-20%	2%	-23%	-28%
COc1cccc(NC(=O)CN2CCN(C(=O)c3ccco3)CC2)c1	-3%	-1	.	-9%	-15%	-33%
COc1ccc(C=O)cc1OC1C=CCCC1 (stereo unspecified)	8%	46	-2%	-11%	-14%	-3%
COC(=O)c1ccc(-n2nnc(-c3nsc(NC(=O)c4ccc(Cl)cc4)n3)c2C)cc1	.	14	.	14%	.	-2%
O=C(C/C=N/OCc1ccc(Cl)cc1Cl)c1ccccc1	-8%	7	5%	?	-26%	13%
O=C(CO)N/N=C/c1c2ccccc2cc2ccccc12	-10%	-31	-4%	-5%	-18%	.
O=C(Nc1cccc(OCC(=O)N2CCOCC2)c1)c1cccc(Cl)c1	-7%	2	7%	?	-4%	8%
CC(=O)Nc1ccc2c(c1)ncn2C	10%	35	-3%	-11%	-5%	0%
O=C1NC(=Nc2ccccc2)S/C1=C\c1ccccc1	0%	-86*	-15%	-11%	-33%	-2%
CCN1CCN(C(=O)C2=CC(c3ccc(OC)cc3)=NS(=O)(=O)N2C)CC1	11%	-64*	-18%	?	49%	-8%
COc1cc(C(=O)NC(C)CCn2cccn2)ccc1OC1CCN(C(C)=O)CC1 (stereo unspecified)	37%[activator]	109	.	5%	-3%	-23%
CCOC(=O)C1CCCN(C2CC(=O)N(c3ccccc3)C2=O)C1 (stereo unspecified)	16%	-12	2%	-7%	-2%	?
COc1ccc(C2NC(=O)Cc3cc(OC)c(OC)cc32)cc1OC (stereo unspecified)	-5%	-9	0%	1%	-12%	-14%
Cc1ccc2nc(N3CCN(S(=O)(=O)c4ccc5c(c4)OCCO5)CC3)c(C#N)cc2c1	14µM*	-40	-3%	3%	-26%	0%
Cc1onc(-c2c(Cl)cccc2Cl)c1C(=O)N(C)Cc1ccccc1	4%	-17	-14%	?	1%	-6%
COc1ccc(CCN2C(=O)NC(NS(=O)(=O)c3ccc(Cl)cc3)(C(F)(F)F)C2=O)cc1OC (stereo unspecified)	18%	-21	9%	2%	-28%	-4%
CN(c1ccccc1)S(=O)(=O)c1ccc(C(=O)OCC(=O)NCc2cccs2)cc1	4%	-15	9%	1%	-20%	-10%
O=C(OCc1cnc(Cl)s1)c1c(F)cccc1F	5%	?	6%	-1%	-14%	3%
